NPY-Y2 antag: antagonists of human neuropeptide Y receptor Y2; NPY-Y2 expressing cells, antagonist mode; inhibition, % at 2.7 µM; hit rate 0.99% among 140,000; AID 793; in the data active = inhibition above about 17%;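 also: 0% = vehicle with agonist challenge and 100% = reference antagonist with challenge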
Target sequence (P49146 whole entry, looked up): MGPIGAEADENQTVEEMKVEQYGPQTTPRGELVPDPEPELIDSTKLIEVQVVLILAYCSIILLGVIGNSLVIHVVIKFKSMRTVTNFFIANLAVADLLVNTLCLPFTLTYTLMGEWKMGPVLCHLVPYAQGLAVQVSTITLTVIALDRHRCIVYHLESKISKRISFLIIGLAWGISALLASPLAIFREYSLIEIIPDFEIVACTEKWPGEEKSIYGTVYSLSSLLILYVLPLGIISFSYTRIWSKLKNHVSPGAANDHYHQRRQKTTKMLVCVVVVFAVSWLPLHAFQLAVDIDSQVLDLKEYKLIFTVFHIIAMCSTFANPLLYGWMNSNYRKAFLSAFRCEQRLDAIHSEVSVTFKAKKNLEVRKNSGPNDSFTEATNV
Phagocyt inh: inhibitors of macrophage phagocytosis; J774A.1 macrophage IgG-bead phagocytosis, imaging; hit rate 0.07% among 110,000; inhibition, % at 5 µM; AID 1029;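 active = inhibition above the mean of the plate negative controls plus 5 SD, cut at about 13% in these data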;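 also: phagocytic index as fraction of beads internalized from green versus red external bead signal; plate controls were DMSO negative control for no effect and cytochalasin-D positive control for full effect; some results beyond the cut were filed as inactive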
Yeast lifespan up: extends the lifespan of yeast; S. cerevisiae growth with nicotinamide, OD615; deaD strain in restrictive glucose medium; inhibition of the nicotinamide effect, % at 10 µM; hit rate 0.68% among 130,000; AID 775;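 active = inhibition above a set limit, placed 3 SD over the median of all compounds, cut at about 26% in these data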;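 also: 0% = nicotinamide-treated wells and 100% = cells grown without nicotinamide; some compounds called inactive have numbers as strong as hits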
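Assay system: engineered S. cerevisiae DeaD replicative-lifespan strain, galactose-grown log-phase cells; Buffer or medium: CSMM-D glucose medium, restrictive; Probe or stimulus: nicotinamide 1.5 mM; Compound: single dose 10 µM compound, 0.25% DMSO; Schedule: 4 h preincubation then 48 h treatment at 30 °C; Technique: OD615 measurement.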
HCT116 PTEN-null: suppresses growth of cells with PTEN deletion; HCT116 PTEN-null viability, CellTiter-Glo, 60 h; hits give low values; viability, % at 10 µM; hit rate 1.2% among 140,000;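 active = viability at or below a set limit, 4 SD under the median of all tested compounds, cut at about 3.7% in these data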;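 also: PTEN knockout HCT116 line with beta catenin targeted HCT116 as companion control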
MRP1 act: activators of MRP-1 | H69AR cells + doxorubicin, viability rescue, CellTiter-Glo | viability increase, % at 10 µM | hit rate 0.61% among 140,000 | AID 799;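 active = viability gain under doxorubicin at or above a set limit, the compound median plus 3 SD, cut at about 4.7% in these data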;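 also: MRP-1 overexpressing cells given doxorubicin 25 µM after compound pretreatment; 18-22 h compound pretreatment then 72 h with doxorubicin before readout; 0% = doxorubicin-only wells and 100% = vehicle-treated cells without doxorubicin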
GALR2 blocker: GALR2 (human) receptor antagonism; GALR2-expressing cells, antagonist mode; inhibition, % at 4 µM; hit rate 0.39% among 140,000; in the data active = inhibition above about 27%;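 also: cells stimulated with galanin 1-16 at roughly its EC80; 0% = agonist challenge control and 100% = basal control without agonist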
Target sequence (O43603 whole entry, looked up): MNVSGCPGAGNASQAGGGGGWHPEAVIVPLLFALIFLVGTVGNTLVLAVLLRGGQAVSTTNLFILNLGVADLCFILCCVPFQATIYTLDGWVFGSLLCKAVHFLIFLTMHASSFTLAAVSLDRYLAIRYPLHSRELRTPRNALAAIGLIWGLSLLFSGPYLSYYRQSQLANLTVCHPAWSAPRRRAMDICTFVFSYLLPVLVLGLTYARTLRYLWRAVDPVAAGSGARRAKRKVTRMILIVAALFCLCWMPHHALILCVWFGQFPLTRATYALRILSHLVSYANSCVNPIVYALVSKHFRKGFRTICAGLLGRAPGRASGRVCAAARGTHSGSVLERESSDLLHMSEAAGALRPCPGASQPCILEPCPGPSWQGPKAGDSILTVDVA
Yeast growth inh: yeast BB579 growth reduction in restrictive medium. inhibition, % at 10 µM. hit rate 0.51% among 140,000. S. cerevisiae BB579 growth, OD615, 48 h;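 active = inhibition above a set limit, 3 SD over the mean compound inhibition, cut at about 44% in these data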; also: inactives centre near -24
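Test system: DeaD yeast strain BB579 / Buffer or medium: restrictive glucose-based CSMM-D medium / Doses: single 10 µM dose / Schedule: 4 h cell preincubation, 48 h compound exposure, 30 °C humidified / Technique: culture absorbance at 615 nm / Controls: amphotericin B positive control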
Measles CPE: protection of cells from measles virus; Measles virus-infected cells, CPE protection, absorbance; protection (pct of control), % at 4 µM; hit rate 1.5% among 140,000; in the data active = protection mostly above about 24%, no sharp cut-off; inactive = mostly below about 26%; also: some compounds called inactive have numbers as strong as hits
HCT116 bCat-KO: beta-catenin-lacking colon tumor cell growth suppression | hit rate 1.5% among 140,000 | viability, % at 10 µM | HCT116 beta-catenin knockout viability, CellTiter-Glo, 60 h; hits give low values | AID 818;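 active = viability at or under a set limit, the compound median less 4 SD, cut at about 6% in these data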;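 also: 0% = Hyamine 1622 control at 20 µM and 100% = untreated cell control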
E-sel TNF inh: TNF alpha driven E-selectin expression inhibition. HUVEC TNFa-induced E-selectin immunofluorescence, high content. inhibition, % at 2 µM. hit rate 0.71% among 120,000. AID 1246;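 active = inhibition above the batch mean plus 3 SD, and confirmed as a hit on visual image review, cut at about 43% in these data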;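 also: 0% = TNF-stimulated DMSO wells and 100% = unstimulated control wells; not every result past the cut was called active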
Numbers without * were called inactive; · = not tested or not shown.

SMILES	NPY-Y2 antag	Phagocyt inh	Yeast lifespan up	HCT116 PTEN-null	MRP1 act	GALR2 blocker	Yeast growth inh	Measles CPE	HCT116 bCat-KO	E-sel TNF inh
COC(=O)c1sccc1NC(=O)c1ccc(C)s1	7.7	·	·	87.0	-4.4	8.5	-12.5	7.7	88.3	-40.7
CC(C)(C)c1cc2cccnc2n1Cc1cccc(Cl)c1	9.8	0.0	-3.6	54.2	-1.8	4.2	-17.6	2.5	62.8	20.5
CC(C)CNC(=O)NC(=O)CSc1nc2ccccc2n1CC(C)C	15.7	-2.1	-3.6	106.5	0.5	-1.2	-44.7	5.9	104.7	-9.4
CN1CCN(Cc2nc3c(c(=O)[nH]c(=O)n3C)n2CCc2ccccc2)CC1	-1.7	·	-4.5	107.3	-3.7	-6.9	-20.8	10.4	86.0	·
COCCn1c(=O)[nH]c2cc(C(=O)NCc3cccnc3)ccc2c1=O	0.6	-1.3	-8.5	109.6	-1.0	-2.4	-57.7	17.4	102.4	-2.0
C=CC(O)Cc1c(C)n[nH]c1C (centres undefined)	-0.3	·	-3.9	100.5	-1.1	2.6	-8.7	8.2	98.7	·
O=C(CSc1ccccc1)NCCCN1CCOCC1	1.2	-0.7	-3.2	97.2	-2.6	0.1	-19.4	1.9	95.7	·
CCOC(=O)N1CCN(C(=S)NCCOC)CC1	1.8	0.4	-4.4	88.2	-0.8	1.5	12.5	4.4	90.0	19.6
O=C(NN1C(=O)/C(=C/c2cccs2)SC1=S)c1ccccc1	8.9	-2.4	-0.9	81.4	-1.8	7.1	-29.7	3.8	75.1	-5.5
CCn1cc(S(=O)(=O)CC(=O)Nc2cc(C)on2)c2ccccc21	1.7	2.9	-6.0	72.2	-3.7	3.8	-22.5	13.5	78.0	·
Cc1ccc(CSc2nnc(-c3ccccc3N)c(=O)[nH]2)cc1	8.1	0.0	-11.4	97.9	0.8	-0.8	-2.3	5.3	94.7	-65.0
c1cc2c(cc1CN1CCOCC1)OCO2	1.5	-1.8	-0.5	100.2	0.5	1.1	-39.9	3.9	100.3	19.6
Cn1c(CCNC(=O)c2ccccc2)nc2cc(NC(=O)c3ccco3)ccc21	1.6	-1.6	-2.6	109.6	-1.6	5.0	-18.4	22.6	91.2	·
Cc1ccc(NC(=O)CSC(N)=O)cc1Cl	-3.9	-0.4	-16.4	61.6	-7.2	3.1	-2.4	6.5	73.7	4.2
CCN1CCc2nc(NC(=O)CC(c3ccccc3)c3ccccc3)sc2C1	-1.2	·	-8.8	84.5	-2.9	-0.9	-45.2	8.2	92.3	3.5
Cc1ccc(CCNC(=O)Cn2cccc2)cc1	1.2	-1.5	-8.9	105.8	0.3	-14.3	-38.7	11.4	100.4	-11.3
CC(C)COC(=O)C1[C@H]2C(=O)N(Cc3cccs3)C[C@]23C=C[C@H]1O3 (some centres undefined)	0.8	-0.6	-14.1	109.0	0.8	6.2	-14.5	9.9	102.7	-20.3
COCCN1C(=O)N[C@@H](CCc2ccccc2)C(C(C)=O)=C1C	0.7	·	1.5	100.6	-1.6	3.4	-9.5	33.3	79.8	14.6
Cc1csc(NC(=O)C2COc3ccccc3O2)n1 (centres undefined)	-3.5	0.5	-6.1	98.8	2.4	-13.8	-27.4	3.3	100.7	5.0
N#Cc1cc2c(nc1SCc1ccc(Cl)cc1)CCCC2	-1.0	·	·	94.0	6.8*	4.4	-33.0	14.4	83.5	8.5

Reprinted from the part before: two entries; new compounds follow.
SMILES	NPY-Y2 antag	Phagocyt inh	Yeast lifespan up	HCT116 PTEN-null	MRP1 act	GALR2 blocker	Yeast growth inh	Measles CPE	HCT116 bCat-KO	E-sel TNF inh
Cc1csc(NC(=O)C2COc3ccccc3O2)n1 (centres undefined)	-3.5	0.5	-6.1	98.8	2.4	-13.8	-27.4	3.3	100.7	5.0
N#Cc1cc2c(nc1SCc1ccc(Cl)cc1)CCCC2	-1.0	·	·	94.0	6.8*	4.4	-33.0	14.4	83.5	8.5
O=C(NN1C(=O)C2C3C=CC(C4CC34)C2C1=O)c1ccc(Cl)cc1Cl (centres undefined)	-1.0	·	-22.2	99.6	-2.7	-2.2	-5.7	2.3	99.5	9.1
c1ccc(-c2nnc(C(c3ccccc3)c3ccccc3)o2)cc1	11.2	·	4.9	96.4	-1.8	10.2	-2.7	21.4	102.2	·
CC(=O)Nc1ccc(SCC(=O)Nc2ccccc2-c2ccccc2)cc1	3.5	-6.3	-3.3	70.4	-3.2	3.7	-26.4	14.5	81.3	-0.1
O=C(CCC(=O)c1cccs1)NC(c1ccccc1)c1ccccc1	2.0	·	-9.0	78.3	-1.1	5.4	-17.3	2.5	83.1	-27.9
CCOCCC(=O)Nc1cc(Cl)ccc1OC	2.6	·	-8.0	103.2	-3.1	-24.4	2.2	9.3	94.6	4.4
Cc1cccc(-n2c(SCC(=O)Nc3ncc(Cl)cc3Cl)nc3ccccc32)c1	8.9	-11.7	-5.6	61.0	5.9*	0.4	-53.4	42.8*	59.5	·
O=c1c2ccccc2nc(/C=C/c2cccc([N+](=O)[O-])c2)n1CCO	1.8	-10.9	-5.9	39.9	-5.0	0.3	-23.5	42.5	51.3	·
COc1ccc(/C=C(/NC(=O)c2ccccc2)C(=O)N/N=C/c2sccc2C)cc1	15.3	-6.0	4.5	68.1	-2.2	15.4	-33.5	13.0	73.1	·
CCNC(=O)Nn1c(C)nnc1C	-0.7	1.7	-2.4	105.2	-1.3	-12.4	-54.8	5.6	98.7	-18.3
O=C(CC1=NC2(CCCC2)Cc2ccccc21)N1CCOCC1	1.0	0.3	-4.2	110.2	-1.1	-0.5	-57.5	16.9	99.4	-18.8
CCCCNC(=O)Nc1nnc(-c2ccc(Cl)cc2)o1	3.5	0.4	-8.9	107.4	-0.1	4.8	-65.9	2.6	101.8	-1.8
COCCn1c(SCC(=O)N2CCCCC2)nc2cccnc21	-0.3	-2.0	0.7	88.9	0.1	3.9	-27.2	1.5	88.8	7.5
CCOc1ccc(OCC)c(NC(=O)CCn2c(=O)oc3ccccc32)c1	1.3	3.4	-17.4	83.4	-1.6	-12.3	2.5	5.3	86.0	12.0
Cc1cccc(OCc2nnc(SCC(=O)N3c4ccccc4CC3C)n2C)c1C (centres undefined)	6.6	·	·	94.6	-3.3	-16.9	-29.1	6.6	91.1	0.3
Cc1cc(N2CCOCC2)nc2ccc(NC(=O)CCC(=O)N3CCCC(C)C3)cc12 (centres undefined)	0.8	1.0	-27.3	101.8	-2.8	1.3	-34.2	3.8	112.2	·
CCc1cccc(CC)c1NC(=O)CN1CCN(c2ccccc2)CC1	-2.1	0.3	3.1	96.6	-3.1	0.0	-33.6	4.1	88.7	6.2
Cc1cc[n+](CCC(=O)O)c2ccccc12	2.7	0.5	12.5	104.2	-0.7	-4.7	-5.7	14.1	114.4	22.9
S=c1[nH]nc(-c2ccccc2)n1/N=C/c1c[nH]c2ccccc12	3.9	·	4.3	80.2	-1.7	-6.3	-0.5	2.4	85.1	·
O=C(CCN1C(=O)c2ccccc2C1=O)Nc1sc2c(c1C(=O)NCC1CCCO1)CCC2 (centres undefined)	-1.3	·	7.8	90.5	-0.8	0.7	-41.0	4.3	87.8	·
CC1CCN(C2=NC(=O)/C(=C/c3cn(-c4ccccc4)nc3-c3cccc(S(=O)(=O)N(C)C)c3)S2)CC1	0.9	-0.9	10.1	86.3	-2.4	0.0	-34.1	12.9	84.6	·
COc1ccc(-c2nc(=S)[nH][nH]2)cc1	-3.4	-0.7	-4.2	94.4	-1.0	-4.9	2.1	14.7	91.1	4.6
CCC(c1nnc(SCC(=O)N2CC(=O)Nc3ccccc32)n1Cc1ccccc1)N(C)C (centres undefined)	-1.6	-0.5	-13.0	80.1	-0.4	5.1	9.8	24.6	91.1	-2.0
CC(C)c1nnc(NC(=O)C2CCCCC2)s1	-1.6	·	2.0	89.6	-2.3	-0.4	-28.6	25.8	91.5	·
C=CCN1C(=O)C(CCCC)NC1=S (centres undefined)	-1.4	-9.0	0.8	96.4	-1.6	3.6	-10.8	22.6	91.3	·
O=C(Nc1nc2c(s1)CCCC2)c1cc(-c2ccncc2)nc2ccccc12	5.1	-14.1	-6.9	77.2	1.6	10.6	-18.5	·	80.7	·
C=CCNC(=O)c1cc2nc(C3CC3)cc(C(F)F)n2n1	2.7	1.1	-25.2	95.8	-1.2	1.5	-14.3	36.0	98.8	19.5
CCCCNc1c2c3c(cccc3n(C)c1=O)C(=O)c1ccccc1-2	4.1	·	7.0	39.9	-4.7	20.2	-40.4	13.4	39.3	9.3
Cc1ccc(Oc2coc3cc(OC(=O)c4cccs4)ccc3c2=O)cc1	1.6	·	-15.6	107.1	-0.4	0.0	-44.0	3.6	97.7	-24.0
COc1cccc(C(=O)CN2C(=O)C(C)(C)Oc3ccc(C(=O)N4CCCCCC4)cc32)c1	2.9	-1.8	-7.6	97.3	-2.4	8.0	-56.3	7.7	86.5	4.2
Clc1ccccc1OCc1nc(-c2ccccn2)no1	1.5	1.0	-9.7	110.1	-0.7	16.9	-20.5	1.8	108.7	-19.8
O=C(Cc1ccccc1)NC(NCCc1ccccc1)C(Cl)(Cl)Cl (centres undefined)	4.3	·	8.9	78.9	-3.6	-6.8	-37.2	4.9	78.9	-31.4
Cc1ccccc1NCC(=O)N/N=C\C=C\c1cccc([N+](=O)[O-])c1	5.2	-7.8	0.4	94.3	-1.1	-3.5	-56.8	2.2	89.7	32.3
CCOc1cc(C(=O)CCC(=O)OCC(=O)N2c3ccccc3NC(=O)C2(C)C)ccc1O	-0.7	1.9	-11.8	77.1	-0.9	10.2	-12.8	6.8	86.4	4.7
CC1CCN(S(=O)(=O)c2ccc(NC(=S)NC(=O)c3ccc(Cl)cc3)cc2)CC1	0.2	0.3	-3.1	102.5	-0.9	7.2	-13.1	5.2	99.0	-10.4
COc1cccc(NC(=O)C(=O)N/N=C/c2cc(C)n(-c3ccc(Cl)c(Cl)c3)c2C)c1	5.6	-0.7	-17.5	52.3	-2.8	-11.0	-71.3	11.1	48.2	12.4
C#CCNc1c(C)c(C)nc2ncnn12	-0.9	-0.9	-13.6	99.3	-1.5	-4.9	-17.0	4.1	101.3	2.7
CCC(=O)N1c2ccc(S(=O)(=O)N(CCO)Cc3ccccc3)cc2CC1C (centres undefined)	-0.5	·	-4.8	81.9	-1.7	-3.2	12.5	19.7	85.1	-3.8
O=C(CSc1nc2ccccc2c(=O)n1NC(=O)c1ccccc1)c1ccccc1	4.9	-1.1	7.7	97.2	-1.3	-8.5	-38.2	14.3	86.4	16.8
CC(C)=CC(=O)OCC(=O)Nc1ncc(Cl)c(C)c1Cl	5.6	·	-16.0	98.3	-0.1	12.4	-50.4	5.1	79.2	·
CC(C)CC(NC(=O)C(NC(=O)C(Cc1ccc(OCc2ccccc2)cc1)NC(=O)OC(C)(C)C)C(C)C)C(N)=O (centres undefined)	1.4	-3.9	-7.3	12.2	-5.5	4.7	-32.1	17.2	5.5*	·

Screening data (PubChem)
